From PubChem BioAssay
GPR7 antag – human neuropeptides B/W receptor 1 antagonism; AID 1861; GPR7-expressing cells, fluorescence antagonist assay; inhibition, % at 4.4 µM; actives 1.1% (n = 290,000); P48145; in the data active means inhibition above about 16%, passing the limit was not always enough;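 further: cells stimulated with the agonist NPW; 0% = agonist with vehicle and 100% = vehicle without agonist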
IMP-1 inh – blocks Pseudomonas aeruginosa IMP-1 metallo-beta-lactamase. actives 0.45% (n = 290,000). AID 1556. inhibition, % at 5.6 µM. purified IMP-1, nitrocefin hydrolysis, epi-absorbance fluorescence;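 active means inhibition above the mean plus 3 SD of all compounds in the same screening run, cut at about 4.5% in these data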;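 further: 0% = IMP-1 with DMSO and 100% = DMSO wells lacking enzyme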
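System: purified recombinant IMP-1 beta-lactamase. Medium: Zinc- and detergent-supplemented HEPES buffer, pH 7.1. Compound: one 5.6 µM dose […]. Schedule: 15 min preincubation plus 25 min reaction at 25 °C. Technique: Epi-absorbance fluorescence, 480 nm excitation, 530 nm emission.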
OXTR agonist – agonists of human oxytocin receptor; CHO-OTR cells, Fluo-8 calcium fluorescence; normalized: DMSO 0%, oxytocin 100%; P30559; actives 0.32% (n = 320,000); AID 2435; activation, % at 3 µM;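 active means activation above the mean of all tested compounds plus 3 SD, cutoff set per screening run, cut at about 20% in these data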;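 further: peak over basal fluorescence ratio from a 100 s FLIPR kinetic read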
Target sequence (P30559 whole entry, looked up): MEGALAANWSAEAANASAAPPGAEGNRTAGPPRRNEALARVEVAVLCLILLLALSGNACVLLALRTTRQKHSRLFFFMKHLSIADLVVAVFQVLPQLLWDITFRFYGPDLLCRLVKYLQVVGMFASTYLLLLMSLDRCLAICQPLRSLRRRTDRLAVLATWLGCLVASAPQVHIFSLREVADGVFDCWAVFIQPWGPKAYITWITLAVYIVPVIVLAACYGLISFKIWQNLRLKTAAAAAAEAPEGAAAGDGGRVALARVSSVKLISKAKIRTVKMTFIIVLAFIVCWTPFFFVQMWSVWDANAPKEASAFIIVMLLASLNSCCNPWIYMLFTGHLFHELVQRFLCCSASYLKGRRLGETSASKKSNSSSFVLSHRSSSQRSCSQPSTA
GalR3 antag – human GalR3 antagonism | inhibition, % at 3 µM | actives 0.44% (n = 360,000) | HEK293 GalR3-CNG cAMP membrane potential fluorescence; galR3 body fused to GalR1 C-terminus | O60755;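 active means inhibition above the screen-wide average plus 3 SD, cut at about 13% in these data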;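 further: forskolin and galanin both at EC90 stimulate the cells; cAMP rise reported by CNG channel membrane potential dye signal; 0% = forskolin plus galanin with DMSO and 100% = forskolin alone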
Target sequence (O60755 1-299 limits assumed): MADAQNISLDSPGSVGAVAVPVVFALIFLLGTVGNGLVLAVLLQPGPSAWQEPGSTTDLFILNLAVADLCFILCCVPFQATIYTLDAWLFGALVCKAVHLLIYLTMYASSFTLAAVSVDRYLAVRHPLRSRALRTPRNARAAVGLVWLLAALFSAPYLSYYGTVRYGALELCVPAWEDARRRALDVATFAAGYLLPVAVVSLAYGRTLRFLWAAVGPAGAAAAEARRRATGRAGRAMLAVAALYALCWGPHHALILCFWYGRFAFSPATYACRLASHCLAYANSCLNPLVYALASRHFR
VIM-2 inhibitor – inhibitors of Pseudomonas aeruginosa VIM-2 metallo-beta-lactamase; purified VIM-2, nitrocefin hydrolysis, epi-absorbance fluorescence; inhibition, % at 5.6 µM; actives 0.89% (n = 290,000); AID 1527;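 active means inhibition above the mean of all tested compounds plus 3 SD, cutoff set per screening run, cut at about 7.5% in these data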;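 further: red hydrolysis product quenches plate fluorescence so inhibitors raise well fluorescence; 0% = enzyme with DMSO and 100% = DMSO without enzyme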
PHOSPHO1 block – PHOSPHO1 (human) inhibition | Q8TCT1 | recombinant PHOSPHO1, absorbance phosphatase assay | inhibition, % at 13.3 µM | actives 1.1% (n = 290,000) | AID 1565; in the data active means inhibition above about 60%
V1R ag counter – counter-screen for oxytocin receptor agonists: human V1a receptor agonists. P37288. CHO-V1R cells, Fluo-8 calcium fluorescence, agonist mode; 0% DMSO, 100% 3 nM vasopressin. activation, % at 3 µM. actives 0.25% (n = 320,000);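 active means activation above the mean activation of all tested compounds plus 3 SD, per screening run, cut at about 20% in these data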;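 further: signal is peak over basal fluorescence ratio across a 100 second FLIPR read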
Target sequence (P37288 whole entry, looked up): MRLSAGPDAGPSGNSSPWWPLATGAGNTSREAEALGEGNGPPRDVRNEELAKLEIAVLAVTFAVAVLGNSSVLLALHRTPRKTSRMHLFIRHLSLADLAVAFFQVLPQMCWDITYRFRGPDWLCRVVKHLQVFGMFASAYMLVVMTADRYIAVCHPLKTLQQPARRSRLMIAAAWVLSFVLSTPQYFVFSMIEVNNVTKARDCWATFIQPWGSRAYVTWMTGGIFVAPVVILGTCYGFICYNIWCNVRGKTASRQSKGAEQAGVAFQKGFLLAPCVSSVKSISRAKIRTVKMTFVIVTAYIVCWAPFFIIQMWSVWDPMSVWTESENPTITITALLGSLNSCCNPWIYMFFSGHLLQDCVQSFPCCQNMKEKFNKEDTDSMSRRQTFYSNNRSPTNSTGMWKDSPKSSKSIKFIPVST
DNA FID counter – fluorescent intercalator displacement, NS3 helicase counter-screen; actives 0.17% (n = 290,000); DNA fluorescent intercalator displacement, fluorescence; inhibition, % at 7.9 µM; in the data active means inhibition above about 37%;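 further: 0% = vehicle and 100% = reference compound; higher means more ethidium bromide displaced from hairpin DNA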
NS3 helicase inh – HCV NS3 helicase inhibition; NS3 helicase DNA unwinding, Cy5 molecular beacon fluorescence; actives 0.56% (n = 290,000); inhibition, % at 10.9 µM;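 active means inhibition above the mean of all tested compounds plus 3 SD, set per campaign, cut at about 35% in these data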;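 further: 0% = DMSO wells and 100% = thioflavine S control wells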
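assay system = NS3 helicase fragment of HCV | buffer or medium = MOPS pH 6.5, MgCl2, DTT, Tween20, BSA | timing = 60 min unwinding reaction at 25 °C after ATP addition | signal = Cy5 beacon fluorescence read at start and 1 h | read-out basis = % inhibition of unwinding | control set = low DMSO, high thioflavine S at 110 µM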
The depositor's hits bear a star; . = not tested or not shown.

SMILES | GPR7 antag | IMP-1 inh | OXTR agonist | GalR3 antag | VIM-2 inhibitor | PHOSPHO1 block | V1R ag counter | DNA FID counter | NS3 helicase inh
COc1ccc(NC(=O)c2oc3ccccc3c2C)c(OC)c1 | 0 | -4.4 | -2.8 | -3 | -3.3 | -17 | -0.9 | -7 | 8
C/C(=N\NC(=O)Cc1c(Cl)cccc1Cl)c1cccnc1 | -6 | -5.1 | . | -5 | -1.6 | 48 | . | -27 | 2
CCOc1ccccc1NC(=O)CSc1nnc(Cc2cccn2C)n1-c1ccc(F)cc1 | -7 | -5.4 | 1.4 | 1 | -1.5 | 30 | 0.5 | -32 | 0
CCc1cc(C(=O)O)c(NC(=O)/C=C/c2ccc(OC)c(OC)c2)s1 | -1 | -2.0 | -0.8 | 0 | -3.1 | 25 | -0.2 | -22 | -4
COc1ccc(N2CCOCC2)c(NC(=O)c2ccc(Br)o2)c1 | -15 | -0.2 | -1.2 | -5 | -0.6 | 19 | -0.9 | -37 | -7
Cc1nc2ccc(S(=O)(=O)N(C)CC(=O)Nc3ccccc3F)cc2s1 | -11 | -1.2 | -1.5 | -5 | -2.0 | -19 | 0.2 | -7 | -13
N#Cc1cnc(Oc2ccc(Cl)cc2)nc1N | 0 | -3.0 | -0.7 | -10 | -2.8 | 27 | 0.6 | -3 | 4
COC(=O)C(C)Sc1ncnc2c1nnn2-c1ccc(F)cc1 (stereo unspecified) | 21 | -3.0 | -2.9 | 1 | 0.2 | 16 | -0.3 | -7 | 1
O=C(NC1CCCC1)c1ccc(CS(=O)(=O)c2cccc(C(F)(F)F)c2)o1 | -5 | -1.8 | 0.5 | 2 | 0.1 | 4 | 1.2 | -15 | 0
CCn1c(=O)cc(SCC(=O)Nc2cccc(C)n2)c2ccccc21 | -7 | -2.0 | -0.3 | 0 | -1.7 | -23 | -0.9 | -11 | 6
COc1cccc(Cn2cnc3c(N)c(C)c(C)cc32)c1 | -1 | -2.9 | 1.3 | -2 | -2.0 | 45 | 2.2 | -16 | 1
CCCCOCCCNC(=S)Nc1ccc(S(=O)(=O)N2CCOCC2)cc1 | -15 | -1.4 | 7.3 | -6 | -1.6 | 20 | 8.8 | -22 | -2
Cc1ccc(C(=O)NC(C)(COc2nonc2C)COc2nonc2C)cc1 | 9 | -2.3 | -0.5 | -3 | -0.3 | 7 | 0.1 | -7 | 0
Cc1cccc(N2CCN(C(=O)c3ccccc3NC(=O)C3CC=CCC3C(=O)O)CC2)c1 (stereo unspecified) | 8 | -4.9 | 0.1 | 0 | -0.6 | 6 | 0.0 | -44 | -2
CCOc1ccc(NC(c2ccccn2)c2oc(CO)cc(=O)c2O)cc1 (stereo unspecified) | -10 | -0.6 | 0.2 | 2 | 0.1 | 20 | 0.1 | -1 | 1
O=C(CNS(=O)(=O)c1ccc2ccccc2c1)OCC(=O)c1ccc(Br)s1 | 3 | 1.3 | -0.9 | -2 | -1.3 | 6 | 0.8 | -8 | -10
O=C(CCC(=O)N1CCOc2ccc(Cl)cc21)NCCCN1CCN(Cc2ccccc2)CC1 | 14 | -1.6 | 0.2 | . | -1.2 | 12 | 0.8 | 16 | -30
Cc1nn2c(CN(C(=O)CN3CCOCC3)c3ccccc3)nnc2c2ccccc12 | 4 | -4.0 | 0.9 | 6 | 1.0 | 1 | 0.3 | -21 | 4
CSc1nc(-c2ccccc2)c(C#N)c(=O)[nH]1 | -11 | -1.1 | 0.4 | -5 | -0.5 | 28 | 0.8 | -2 | 4
Cc1ccc(S(=O)(=O)c2c(C)cc(C)nc2N2CCCCC2)cc1 | -7 | -2.4 | . | -6 | -1.9 | 16 | . | -21 | 0
COc1ccc(NC(=O)C2CC(c3ccccc3O)=NO2)cc1OC (stereo unspecified) | -2 | -3.1 | 5.5 | -3 | -1.4 | 40 | 3.9 | -17 | -5
Cc1ccc(N2C(=O)CC(Nc3ccccc3)C2=O)cc1 (stereo unspecified) | 0 | -1.6 | -0.1 | -6 | -2.9 | 14 | 0.4 | 0 | 1
Cc1ccc(/C=N/N2CCOCC2)s1 | -9 | -2.6 | 0.1 | -2 | -0.6 | 40 | -0.5 | -2 | -5
CC1Cc2nc(SCC(=O)NC3CCCCC3)n(C)c(=O)c2S1 (stereo unspecified) | -6 | 0.6 | -0.4 | -3 | -1.5 | 20 | 0.0 | -9 | -2
COc1cccc2cc(C(=O)NCCC3=CCCCC3)c(=O)oc12 | -7 | 0.1 | -1.1 | -2 | -0.2 | 24 | 0.6 | -7 | -8
SMILES | GPR7 antag | IMP-1 inh | OXTR agonist | GalR3 antag | VIM-2 inhibitor | PHOSPHO1 block | V1R ag counter | DNA FID counter | NS3 helicase inh
CCCCNC(=O)c1onc(CSc2ccccc2)c1C(=O)O | -9 | -2.0 | -0.6 | -2 | -0.4 | -6 | -0.3 | -14 | 5
CCOc1cc(C(=O)OCC(=O)Nc2ncc(Cl)c(C)c2Cl)ccc1OCC(=O)N1CCOCC1 | -7 | -4.4 | -0.6 | -4 | -0.1 | -15 | 0.0 | -12 | -9
COc1cc(NC(=O)c2ccccc2Cl)ccc1NC(=O)c1ccco1 | -5 | -3.6 | 1.4 | 1 | -3.2 | 18 | 0.5 | -17 | -15
COc1ccc(/C=C/C(=O)NCCCn2ccnc2)cc1 | -8 | -3.0 | -0.5 | 8 | 1.9 | -9 | 0.0 | -4 | -3
COc1ccc(NC(=O)CN(C)C(C)C(=O)N2CCCCC2)cc1 (stereo unspecified) | -1 | -2.4 | 0.9 | -4 | 1.0 | 6 | 0.3 | -1 | -7
CCn1c(SCC(=O)NCc2ccco2)nnc1C(C)C | -7 | -2.5 | 0.6 | 2 | -1.2 | 13 | 0.6 | -7 | 1
CN1C(=O)OC(C)(CCc2ccccc2)C1(C)O (stereo unspecified) | -12 | -1.5 | 0.1 | -3 | -1.4 | 20 | 0.0 | 2 | 2
CC1Cc2nc(SCC(=O)NCc3ccccc3)n(Cc3ccccc3)c(=O)c2S1 (stereo unspecified) | -10 | -3.8 | -0.2 | . | -1.9 | -10 | -0.1 | -12 | 0
CCS(=O)(=O)c1ccc(O)c(NC(=O)COc2ccc(Cl)cc2)c1 | -4 | -4.2 | 4.4 | 2 | -2.9 | 15 | 3.1 | -14 | -3
CCn1c(SCC(=O)NCc2ccco2)nc2ccccc2c1=O | -3 | -2.1 | -1.8 | -7 | -2.5 | 17 | -0.8 | -2 | 7
COc1ccc(NC(=O)c2cc(C)on2)cc1OC | -4 | -4.7 | -0.6 | -5 | -3.1 | 16 | -0.8 | -1 | 3
COC(=O)c1ccc(NC(=O)Cc2ccc(C)cc2)cc1 | 4 | -3.3 | -0.2 | -1 | -4.2 | 30 | -0.4 | -8 | -1
Cc1ccccc1NC(=O)COC(=O)C1C2CC3OC(=O)C1C3C2 (stereo unspecified) | -14 | -2.1 | 1.1 | -9 | -1.6 | 5 | 0.5 | -3 | -5
O=C(CC1SC(=O)NC1=O)Oc1ccc(/C=N/NC(=O)c2ccccc2O)cc1 (stereo unspecified) | -4 | -3.4 | -0.3 | 6 | -1.6 | 11 | -0.3 | -10 | 0
CC(C)(C)[C@H]1C=C(C(=O)N2CCOCC2)O[C@@H](OCCCCO)C1 | -14 | -2.1 | -0.9 | -1 | -1.4 | 26 | -0.2 | -7 | -4
O=C(Nc1ccccc1C(=O)N1CCN(c2cccc(Cl)c2)CC1)C1=CSCCO1 | 14 | -1.1 | 6.9 | 1 | -2.8 | 48 | 4.3 | -23 | -7
O=C(Nc1ccccc1)c1ccc2nsnc2c1 | -12 | -2.7 | -1.3 | -6 | -6.2 | 32 | -0.8 | -2 | -4
COC(=O)CCC(=O)Nc1ccc(Br)cc1 | -7 | -2.2 | -0.2 | -1 | -2.4 | 22 | 0.8 | -2 | -9
CCOc1ccc(S(=O)(=O)Nc2nc3ccccc3nc2Cl)cc1 | 0 | -2.3 | 0.8 | -8 | -0.3 | 42 | 1.2 | -26 | 20
Cc1cc(C)n(-c2ccc(S(=O)(=O)N3CCOCC3)cc2[N+](=O)[O-])n1 | 1 | -3.0 | -0.3 | -5 | -2.4 | 2 | -0.1 | 0 | 6
O=C(NC(=S)NC1CCN(Cc2ccccc2)CC1)c1ccc(F)cc1 | 0 | -0.5 | -0.2 | -9 | -0.4 | 14 | 0.3 | 4 | -15
Cc1ccc(NC(=O)c2nc[nH]c2C(=O)Nc2ccc(C)cc2)cc1 | 3 | -1.7 | 0.4 | 0 | -2.0 | 6 | 0.2 | 2 | -2
CCCOc1ccc(C(=O)c2ccccc2C(=O)O)cc1OCCC | -9 | -1.4 | 1.2 | -8 | -1.0 | 25 | 0.0 | -37 | 11
COc1nccnc1NS(=O)(=O)c1ccc(NCc2cc(Br)ccc2O)cc1 | -6 | -2.7 | 4.4 | -7 | -4.7 | 32 | 4.2 | -14 | -11
COCCCNC(NC(=O)c1ccc(OC)cc1)C(Cl)(Cl)Cl (stereo unspecified) | -3 | -3.8 | 2.4 | 0 | -3.8 | 10 | 2.7 | 3 | 6

Taken from above.
CCn1c(SCC(=O)NCc2ccco2)nc2ccccc2c1=O | IMP-1 inh = -2.1
CCCCNC(=O)c1onc(CSc2ccccc2)c1C(=O)O | PHOSPHO1 block = -6

Going on with the list.
SMILES | GPR7 antag | IMP-1 inh | OXTR agonist | GalR3 antag | VIM-2 inhibitor | PHOSPHO1 block | V1R ag counter | DNA FID counter | NS3 helicase inh
Cc1ccc(-c2nc(NCC3CCCO3)sc2C)cc1 (stereo unspecified) | -6 | -2.3 | -1.1 | -6 | -1.4 | 2 | -0.8 | -17 | -5
CCOc1ccc(NC(=O)c2ccco2)c([N+](=O)[O-])c1 | -4 | -3.4 | -2.4 | -3 | -4.4 | -9 | 0.7 | 5 | -1
O=C(NCc1ccccc1)c1cc(=O)[nH]c2ccccc12 | -8 | -4.4 | 0.1 | -1 | -2.9 | 13 | -0.2 | -4 | 3
O=C1/C(=C/c2cccs2)N=C(c2cccs2)N1Nc1ccccc1 | -7 | -4.3 | 0.2 | -2 | -3.7 | -4 | 1.7 | -2 | -8
CCOC(=O)C1CCN(C(=O)COC(=O)CSc2ccc(C(N)=O)cc2[N+](=O)[O-])CC1 | -10 | -1.9 | -0.3 | 6 | -0.5 | 37 | 1.1 | 0 | 1
Cc1ccc2c(Cl)cc(Cl)c(OCC(=O)Nc3ccc(C)c(S(=O)(=O)N(C)C)c3)c2n1 | 2 | -2.3 | -0.3 | . | -0.8 | -44 | 0.1 | 4 | -4
O=C(N/N=C/c1cn[nH]c1-c1ccccc1)c1ccco1 | 4 | -3.0 | 0.1 | 2 | -4.6 | 41 | -0.2 | -8 | -9

Molecules above containing a nitro group on carbon:
SMILES | GPR7 antag | IMP-1 inh | OXTR agonist | GalR3 antag | VIM-2 inhibitor | PHOSPHO1 block | V1R ag counter | DNA FID counter | NS3 helicase inh
Cc1cc(C)n(-c2ccc(S(=O)(=O)N3CCOCC3)cc2[N+](=O)[O-])n1 | 1 | -3.0 | -0.3 | -5 | -2.4 | 2 | -0.1 | 0 | 6
CCOc1ccc(NC(=O)c2ccco2)c([N+](=O)[O-])c1 | -4 | -3.4 | -2.4 | -3 | -4.4 | -9 | 0.7 | 5 | -1
CCOC(=O)C1CCN(C(=O)COC(=O)CSc2ccc(C(N)=O)cc2[N+](=O)[O-])CC1 | -10 | -1.9 | -0.3 | 6 | -0.5 | 37 | 1.1 | 0 | 1
